L929 necroptosis – blocks zVAD induced death of L929 cells; L929 zVAD necroptosis rescue, ATP luminescence, 24 h; with zVAD 60 µM; viability rescue, % at 10 µM; 220,000 tested, 0.38% active; AID 1377;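 active means activation, scaled between plate controls, above about 75%, limit read from the data; inactive means activation under that limit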;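 further: 0% = zVAD with DMSO and 100% = DMSO alone without zVAD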
PGE2 EP2 inh – EP2 receptor (human) inhibition. P43116. C6 glioma cells expressing human EP2, cAMP TR-FRET; cells stimulated with saturating PGE2. inhibition, % at 25 µM. 260,000 tested, 0.52% active. AID 1422;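 active means percent inhibition above 40 after rounding to a whole number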;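 further: rat C6 glioma host cells with rolipram phosphodiesterase inhibitor present; the protocol text gives 20 µM as final concentration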
Rad51 HR inh – Rad51 (human) homologous recombination inhibition. 200,000 tested, 0.085% active. AID 1385. hRad51 DNA strand exchange, fluorescence dequenching. Q06609. inhibition, % at 10 µM;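 active means inhibition above 40% at the single screening dose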;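 further: 0% = DMSO control wells and 100% = blanks with heterologous ssDNA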
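material = hRad51 filaments on single-stranded DNA | timing = filaments 15 min 37 °C, then compound 30 min | signal = FRET fluorescence dequenching, excitation 485 nm, emission 520 nm | benchmarks = control wells and blank wells on each plate | evaluation = percent inhibition relative to plate controls and blanks | compound = 10 µM final, single point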
TbHK1 inh – T. brucei hexokinase 1 inhibition | inhibition, % at 10 µM | AID 1430 | 220,000 tested, 0.11% active | recombinant TbHK1, G6PDH-coupled NADH A340;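 active means inhibition of 50% or more in the single-dose primary screen; inactive means inhibition below 50%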
Calpain2 inh – inhibitors of pig calpain II | inhibition, % at 16 µM | purified calpain II, fluorogenic peptide substrate, 30 min | 220,000 tested, 0.37% active;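 active means inhibition above about 50%, limit read from the data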
14-3-3 Bad PPI – disrupts binding of bovine 14-3-3 zeta to phospho-Bad peptide; 220,000 tested, 0.71% active; P63103; TR-FRET 14-3-3zeta/Dy647-pBad peptide displacement, 1 h; inhibition, % at 21.7 µM;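 active means inhibition above about 70%, limit read from the data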;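 further: 0% = full 14-3-3 plus peptide FRET controls and 100% = background without 14-3-3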
Target sequence (P63103 whole entry, looked up): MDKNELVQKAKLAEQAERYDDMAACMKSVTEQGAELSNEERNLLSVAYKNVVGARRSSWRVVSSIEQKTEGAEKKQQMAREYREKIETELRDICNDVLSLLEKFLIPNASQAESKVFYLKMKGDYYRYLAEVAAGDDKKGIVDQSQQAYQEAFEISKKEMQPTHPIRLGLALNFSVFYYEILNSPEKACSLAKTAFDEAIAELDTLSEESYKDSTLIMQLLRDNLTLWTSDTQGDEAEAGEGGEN
EP2 mod – modulates human prostaglandin E2 receptor EP2 signaling; AID 940; EP2-expressing cells, cAMP HTRF FRET, PGE2 co-stimulation; induction, % at 25 µM; 260,000 tested, 0.83% active; P43116;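 active means compounds whose cAMP rise, as percent of the full-agonist control response, exceeds 60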;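 further: rat C6 glioma line stably carrying human EP2 under a CMV promoter; the protocol text gives 20 µM as final concentration; 100% = response of wells given 1 µM PGE2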
eIF4E 4G PPI – blocks eIF4E binding to eIF4G | TR-FRET eIF4E-eIF4GI(517-606) binding, 2 h | 220,000 tested, 0.37% active | inhibition, % at 21.7 µM;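 active means inhibition above about 30%, limit read from the data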;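 further: 0% = full FRET control wells and 100% = background wells lacking eIF4GI fragment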
Hck Nef HTS – blocks Nef-activated human Hck kinase; AID 463187; 220,000 tested, 0.68% active; inhibition, % at 20 µM; Recombinant Hck-YEEI plus Nef, Z-Lyte FRET kinase assay;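 active means Hck-Nef kinase inhibition above about 50%, limit read from the data; inactive means inhibition below that limit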;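 further: 0% = DMSO with Hck plus Nef and 100% = Hck alone without Nef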
Target sequence (P08631 whole entry, looked up): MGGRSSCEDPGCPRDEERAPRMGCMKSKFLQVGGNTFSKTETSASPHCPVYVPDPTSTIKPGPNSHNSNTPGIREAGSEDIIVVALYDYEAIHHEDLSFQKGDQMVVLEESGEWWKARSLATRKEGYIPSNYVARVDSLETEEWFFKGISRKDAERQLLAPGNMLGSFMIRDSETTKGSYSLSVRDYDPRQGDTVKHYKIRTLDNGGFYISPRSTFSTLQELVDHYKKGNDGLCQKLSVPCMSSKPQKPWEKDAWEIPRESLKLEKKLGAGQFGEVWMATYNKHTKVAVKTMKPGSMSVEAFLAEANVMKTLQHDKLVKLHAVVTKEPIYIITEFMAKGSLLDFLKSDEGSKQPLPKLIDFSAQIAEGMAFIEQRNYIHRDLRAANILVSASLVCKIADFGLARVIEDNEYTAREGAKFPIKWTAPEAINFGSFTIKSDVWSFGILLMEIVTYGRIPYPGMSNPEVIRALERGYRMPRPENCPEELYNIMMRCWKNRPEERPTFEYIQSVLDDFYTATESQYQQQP
* = called active by the depositor; i = inactive; · = not tested or not shown; [ ] = another dose, or the depositor's remark. An excerpt. The share of hits here may be higher or lower than overall.

Start of the listing, in advance:
nr	Molecule	EP2 mod	Rad51 HR inh	PGE2 EP2 inh	Hck Nef HTS	TbHK1 inh	eIF4E 4G PPI	Calpain2 inh	14-3-3 Bad PPI	L929 necroptosis
1	O=[N+]([O-])c1cc(S(=O)(=O)N2CCCC2)ccc1N/N=C1/CCCc2ccccc21	15	-4	4	4	-13	7	0	-12[fluorescence artefact?]	0.2
2	Cc1cc(C)cc(N(C(=O)C2CCCC2)C2C=CS(=O)(=O)C2)c1 (stereo not given)	0	-6	10	-1	1	-1	3	-7	-0.5
3	Cc1ccc(C)c(S(=O)(=O)Nc2cc(SCC(=O)O)c(O)c3ccccc23)c1	10	4	6	33	31	34*[fluorescence artefact?]	16	84*[fluorescence artefact?]	5.7
4	COc1ccccc1-c1nc(S(=O)(=O)c2ccc(Cl)cc2)c(N(C)C)o1	-12	5	6	-6	2	2	14	7	-0.4
5	Cc1cc(-c2n[nH]c(=S)n2Cc2ccco2)nn1C	26	·	12	3	26	-5[fluorescence artefact?]	6	-24	0.2
6	O=C(COC(=O)c1ccccc1Oc1ccccc1)NC1CCS(=O)(=O)C1 (stereo not given)	18	0	12	0	1	8	-2	-8	-0.3

The listing, from the first entry:
nr	Molecule	EP2 mod	Rad51 HR inh	PGE2 EP2 inh	Hck Nef HTS	TbHK1 inh	eIF4E 4G PPI	Calpain2 inh	14-3-3 Bad PPI	L929 necroptosis
1	O=[N+]([O-])c1cc(S(=O)(=O)N2CCCC2)ccc1N/N=C1/CCCc2ccccc21	15	-4	4	4	-13	7	0	-12[fluorescence artefact?]	0.2
2	Cc1cc(C)cc(N(C(=O)C2CCCC2)C2C=CS(=O)(=O)C2)c1 (stereo not given)	0	-6	10	-1	1	-1	3	-7	-0.5
3	Cc1ccc(C)c(S(=O)(=O)Nc2cc(SCC(=O)O)c(O)c3ccccc23)c1	10	4	6	33	31	34*[fluorescence artefact?]	16	84*[fluorescence artefact?]	5.7
4	COc1ccccc1-c1nc(S(=O)(=O)c2ccc(Cl)cc2)c(N(C)C)o1	-12	5	6	-6	2	2	14	7	-0.4
5	Cc1cc(-c2n[nH]c(=S)n2Cc2ccco2)nn1C	26	·	12	3	26	-5[fluorescence artefact?]	6	-24	0.2
6	O=C(COC(=O)c1ccccc1Oc1ccccc1)NC1CCS(=O)(=O)C1 (stereo not given)	18	0	12	0	1	8	-2	-8	-0.3
7	COc1ccc(/C=N/NC(=O)c2cc(O)c(O)c(O)c2)cc1Cn1cc([N+](=O)[O-])cn1	-13	0	11	50*	-8	11	-14	28	5.1
8	CCN1CCN(C(=O)c2nn(-c3ccccc3)c(=O)c3ccccc23)CC1	22	-6	0	-19	-11	-1[fluorescence artefact?]	-16	7[fluorescence artefact?]	0.6
9	O=c1c(-c2cccc3ccccc23)[n+]([O-])c2ccccc2n1O	14	-5	7	0	-1	5	-55	11	0.5
10	CCOc1nc(-c2ccccc2O)nc2ccccc12	81*	7	6	5	-10	-1	10	0	0.7
11	CCCn1c(SCC(=O)NC)nnc1C(C)C	34	2	11	2	17	2	-12	-13	0.1
12	CCCCCCSc1nnc(N)s1	2	4	10	6	3	-3	-13	1	0.0
13	O=C(CN(C1CCCCC1)S(=O)(=O)c1ccccc1)N1CCCC1	19	0	17	0	6	-4[fluorescence artefact?]	6	1	0.3
14	CCOc1cc2[nH]c(=O)n(CCC(=O)NCCc3ccccc3)c(=O)c2cc1OCC	5	1	0	0	-7	2	-22	9[fluorescence artefact?]	3.2
15	NC1CCN(c2c(F)cc3c(=O)c(C(=O)O)cn(C4CC4)c3c2Cl)C1 (stereo not given)	8	-6	5	-27	-37	-1	16	28	-0.3
16	CN1CCN(S(=O)(=O)c2ccc(NC(=S)NC(=O)C3CCCC3)cc2)CC1	-40	7	0	8	-5	2	-35	-13	-0.3
17	Cc1cccc(Nc2nc(N)nc(CN3CCN(C)CC3)n2)c1	-5	-2	1	1	6	2	8	-1	-0.1
18	O=C(Nc1ccccc1Cl)OCc1cncs1	-18	15	3	-19	10	5	6	-8	0.7
19	CO/N=C/c1ccc(N2CCCC2)c([N+](=O)[O-])c1	-33	-10	0	32	-6	4	24	-7	-0.5
20	N#Cc1c(N)n(CCNC(=O)c2cccs2)c2nc3ccccc3nc12	3	-9	5	39	-4	0	-416	-2	1.6
21	CC(C)(C)OC(=O)N[C@@H](Cc1c[nH]c2ccccc12)c1nnc(SCC(N)=O)o1	-5	0	5	1	3	-2	-5	-6	0.7
22	COc1cc([C@@H]2c3cc4c(cc3[C@@H](O)[C@H]3COC(=O)[C@H]23)OCO4)cc(OC)c1O[Si](C)(C)C(C)(C)C	-10	-5	14	19	-18	2	13	5	0.2
23	COc1ccc(-c2cc(C(=O)NNC(=S)NC(=O)c3c(-c4ccccc4)noc3C)[nH]n2)cc1	26	-35	6	-6	0	-2	-129	-26	2.9
24	Cc1ccc(S(=O)(=O)N(C)c2ccc(OCC(=O)OCc3c(C)noc3C)cc2)cc1	-17	5	13	2	-2	-12	5	8	0.8
25	CC(=O)Nc1ccc(NC(=O)c2ccc(COc3ccc4c(C)cc(=O)oc4c3)cc2)cc1	8	-1	4	5	-4	9	-55	51[fluorescence artefact?]	1.0
26	CC1CCN(S(=O)(=O)c2ccc(N=NC3=C(O)CC(C)(C)CC3=O)cc2)CC1	28	-5	16	2	-2	0[fluorescence artefact?]	-7	-4[fluorescence artefact?]	0.3
27	COc1ccc(/C=N/NC(=O)c2ccoc2C)cc1O	-23	6	11	2	-16	11[fluorescence artefact?]	-7	-12	0.5
28	CC(C)CC(=O)Nc1ccc(C(=O)Nc2cccc(O)c2)cc1	-27	·	7	3	-7	4	25	4	3.3
29	Cc1ccc(-n2nc3c(c2NC(=O)c2cccs2)CSC3)cc1	9	3	14	3	9	-6	-48	7[fluorescence artefact?]	-0.4
30	COc1cc(OC)c(S(=O)(=O)Nc2ccc(C)cn2)cc1NC(C)=O	-2	-5	10	3	-13	-2	17	15[fluorescence artefact?]	0.8
31	O=S(=O)(c1ccccc1)c1cnn2c(C(F)(F)F)cc(-c3ccc(F)cc3)nc12	9	3	6	36	-2	-8	i	-7	0.1
32	Cc1cc(OCC(=O)NC2CCCCC2)ccc1Cl	-1	5	5	0	-4	5	22	-3	-0.2
33	CC(C)(Oc1cccc2ccccc12)C(=O)O	21	-1	3	7	5	4[fluorescence artefact?]	-30	7[fluorescence artefact?]	1.1
34	CCn1c2ccccc2c2cc(/C=N/NC(=O)c3ccc(O)cc3)ccc21	-1	-8	4	3	-34	2	-110	1[fluorescence artefact?]	34
35	CCOC(=O)C1=C(C)N(CCCC(=O)O)C(=O)NC1c1ccc([N+](=O)[O-])cc1 (stereo not given)	11	-5	6	-2	-6	0	-4	10[fluorescence artefact?]	2.9
36	O=C(/C=C/c1ccccc1)NC(=S)Nc1ccc2c3c(cccc13)CC2	7	·	7	1	-8	-3	-9	-11	-0.1

Ordered by value in EP2 mod (descending): some entries from above
| nr | structure | EP2 mod | Rad51 HR inh | Hck Nef HTS | TbHK1 inh | eIF4E 4G PPI | Calpain2 inh | 14-3-3 Bad PPI |
| --- | --- | --- | --- | --- | --- | --- | --- | --- |
| 10 | CCOc1nc(-c2ccccc2O)nc2ccccc12 | 81* | 7 | 5 | -10 | -1 | 10 | 0 |
| 6 | O=C(COC(=O)c1ccccc1Oc1ccccc1)NC1CCS(=O)(=O)C1 (stereo not given) | 18 | 0 | 0 | 1 | 8 | -2 | -8 |
| 14 | CCOc1cc2[nH]c(=O)n(CCC(=O)NCCc3ccccc3)c(=O)c2cc1OCC | 5 | 1 | 0 | -7 | 2 | -22 | 9[fluorescence artefact?] |

Remaining list, next part
nr	Molecule	EP2 mod	Rad51 HR inh	PGE2 EP2 inh	Hck Nef HTS	TbHK1 inh	eIF4E 4G PPI	Calpain2 inh	14-3-3 Bad PPI	L929 necroptosis
37	NC(=O)c1c(NC(=O)Cn2cnc([N+](=O)[O-])n2)sc2c1CCCC2	-6	17	1	22	-19	-6	-11	-2	1.3
38	O=C(NCCOc1ccc2ccccc2c1)c1cncc(Br)c1	-43	-25	3	10	-8	1	24	4	0.8
39	O=S(=O)(c1ccc(Br)cc1)n1ccc2ccccc21	3	-3	5	2	4	5	7	4	0.1
40	CCN(CC)CC(C(=O)N(CC)CC)P(=O)(c1ccccc1)c1ccccc1 (stereo not given)	-6	-1	5	-24	-3	-8	-33	-5	1.7
41	CSc1ccccc1NC(=O)c1ccc(C)o1	29	·	10	6	2	-2	10	-9	7.2
42	O=C(C[n+]1ccc(/C=C/c2ccccc2)cc1)c1ccc2c(c1)OCCO2	29	·	6	-40	-63	3	-25	0	-0.9
43	CC(C)CCNC(=O)COc1ccc(C(=O)c2ccccc2)cc1	-41	5	9	16	-2	5	31	16	7.3
44	CCOC(=O)C(=O)N(Nc1ccccc1C)c1ccccc1C	29	8	4	21	0	-1	11	-11	-2.1
45	Cc1nnc2sc(SCC(=O)Nc3ccc(Cl)cc3)nn2c1=O	0	-6	5	13	-14	-4	-1	-12	0.1
46	CCCCc1nc(Cl)c(C#N)c2c1CCC2	2	·	5	14	-8	1	-1	-6	0.8
47	CC(=O)N/C(=C/c1ccc(OS(=O)(=O)c2ccc(C)cc2)cc1)C(=O)NCCO	-15	-4	4	-3	-3	1	-9	-8[fluorescence artefact?]	0.3
48	CC(C)[C@H]1C=C(C(=O)O)O[C@@H](OCc2ccc(CO)cc2)C1	-18	4	15	26	1	3	3	-6	0.3
49	COc1ccc(NC(=S)N2CCCN(Cc3cc(C)ccc3C)C2)cc1	-8	17	4	-32	-1	-2	7	-14	0.6
50	CC(C)CCSc1nc(N)c(C#N)cc1C#N	5	-12	6	3	-16	-26[fluorescence artefact?]	-37	-18[fluorescence artefact?]	0.0
51	O=[N+]([O-])c1ccc(NCCCNS(=O)(=O)c2ccccc2)cc1	-49	17	12	-1	-2	2	-10	1	-0.1
52	Cc1onc(-c2ccccc2Cl)c1C(=O)Nc1ccccc1N1CCOCC1	42	-6	12	-1	-13	3	-45	-2	-0.1
53	COc1nc(C#N)nc(N(C)C)n1	1	-3	6	-5	12	-3[fluorescence artefact?]	-5	-1[fluorescence artefact?]	0.9
